Pf gamet viab – P. falciparum stage V gametocyte viability inhibition | inhibition, % at 10.9 µM | P. falciparum stage V gametocytes, ATP luminescence, 24 h | 0.065% of 150,000 active;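 active = inhibition above the mean plus 3 SD of compounds within the control limits, set per campaign, cut at about 38% in these data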;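 note: 0% = DMSO wells and 100% = medium only without gametocytes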
RGS7-Gao – modulates binding of RGS7 to human Galphao; P09471; Multiplexed bead flow cytometry; actives lie on both sides; binding response (% of control), % at 10 µM; 0.35% of 220,000 active; AID 1439; in the data active = binding response below about 49% or above about 150%; inconclusive = no clear call, values can overlap the other calls; inactive = in between;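 note: fluorescent Galphao held in activated GDP-AlF4 state binding bead-coupled RGS7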
GSH bead fluor – compound fluoresces at 488/530 nm on GSH beads; AID 1776; 0.25% of 190,000 active; fluorescence (KMESF) at 10 µM; GSH beads flow cytometry, compound fluorescence 488/530 nm; active compounds read high; in the data active = fluorescence above about 89;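 note: glutathione beads carrying GST-tagged Bcl family fusion proteins plus one bare bead set; values are compound well signal with DMSO vehicle wells as background; inactives centre near 16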
Mcl-1 Bim block – inhibitors of Bim-Mcl-1 interaction, human; Q07820; Bead-based flow cytometry, Bim peptide-Mcl-1 binding; inhibition, % at 10 µM; 0.1% of 190,000 active; AID 1009; in the data active = inhibition above about 40%;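 note: 0% = no compound tracer wells and 100% = peptide blocker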
Mcl1-Noxa inh – disrupts binding of human Mcl-1 to Noxa peptide; TR-FRET Mcl-1/Noxa peptide binding, 2 h; inhibition, % at 21.7 µM; Q07820; AID 1022; 1.5% of 220,000 active;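 active = compounds that cut the protein-peptide binding signal by more than 50% relative to plate controls in a single-dose test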;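 note: His-tagged Mcl-1 with rhodamine Noxa BH3 peptide and terbium anti-His antibody; 0% = Mcl-1 plus Noxa peptide wells and 100% = peptide-only wells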
RGS4-Gao reg – human RGS4-Galphao interaction regulation; P09471; Multiplexed bead flow cytometry, RGS4-Galphao binding; actives lie on both sides; binding response (% of control), % at 10 µM; 0.33% of 220,000 active; AID 1415; in the data active = binding response below about 49% or above about 150%; inactive = in between;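 note: fluorescent Galphao activated with aluminum fluoride binding bead-coupled RGS4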
Mcl1 Bid PPI – Mcl-1/Bid interaction inhibition; 0.97% of 220,000 active; AID 1021; Q07820; inhibition, % at 21.7 µM; TR-FRET Mcl-1/Bid-Dy647 peptide binding, 1536-well;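 active = compounds that cut the binding signal by more than half at the single screening dose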;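 note: His-tagged Mcl-1 with europium anti-His antibody binding Bid BH3 peptide; 0% = Mcl-1 plus peptide wells and 100% = peptide-only wells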
ABCG2 block – blocks JC-1 efflux by human ABCG2 transporter | 0.1% of 190,000 active | IgMXP3 cells, flow cytometry | Q9UNQ0 | inhibition, % at 6.6 µM | AID 1325;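 active = inhibition above 80%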;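 note: 0% = DMSO and 100% = nicardipine control wells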
Target sequence (Q9UNQ0 whole entry, looked up): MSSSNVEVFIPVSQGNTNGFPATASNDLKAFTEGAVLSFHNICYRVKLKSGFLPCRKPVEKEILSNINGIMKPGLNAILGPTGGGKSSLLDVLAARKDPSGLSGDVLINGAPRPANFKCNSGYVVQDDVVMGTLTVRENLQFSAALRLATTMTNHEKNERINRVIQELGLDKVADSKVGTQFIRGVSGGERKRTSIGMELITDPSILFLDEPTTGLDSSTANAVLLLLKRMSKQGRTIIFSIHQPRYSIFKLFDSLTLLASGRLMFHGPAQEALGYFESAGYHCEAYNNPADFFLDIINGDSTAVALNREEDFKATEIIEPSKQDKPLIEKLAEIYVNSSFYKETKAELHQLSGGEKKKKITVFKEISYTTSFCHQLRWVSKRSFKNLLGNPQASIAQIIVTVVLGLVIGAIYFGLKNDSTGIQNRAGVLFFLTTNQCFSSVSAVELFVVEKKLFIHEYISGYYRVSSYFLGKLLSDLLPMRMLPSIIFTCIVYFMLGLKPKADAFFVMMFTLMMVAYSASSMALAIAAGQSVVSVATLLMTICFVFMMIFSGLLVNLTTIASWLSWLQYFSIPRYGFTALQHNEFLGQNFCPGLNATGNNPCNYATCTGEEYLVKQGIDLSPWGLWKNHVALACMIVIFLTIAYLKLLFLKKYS
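material = IgMXP3 (ABCG2) plus far-red-tagged CCRF-Adr (ABCB1) cells | amount = 3 million cells/mL, equal mix of both lines | also added = JC-1 transporter substrate | dosing = one concentration, 6.6 µM final | schedule = 10 min at 25 °C | measured by = flow cytometric JC-1 green MFI at 530 nm | read-out basis = percent efflux inhibition, scaled nicardipine 100% to DMSO 0%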
ABCB1 block – blocks JC-1 efflux by human ABCB1 transporter; AID 1326; CCRF-Adr cells, flow cytometry; 0.067% of 190,000 active; P08183; inhibition, % at 6.6 µM; in the data active = inhibition above about 40%;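 note: 0% = vehicle and 100% = reference inhibitor; higher value means more JC-1 retained so stronger ABCB1 efflux block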
RGS8-Gao reg – regulators of human RGS8-Galphao interaction; P09471; multiplexed bead flow cytometry, RGS8-Galphao binding; actives lie on both sides; response (percent of control binding), % at 10 µM; 0.34% of 220,000 active; AID 1423; in the data active = response below about 60% or above about 140%; inactive = in between;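 note: Galphao activated as the GDP aluminium fluoride complex binding bead-coupled RGS8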
Avidin bead fluor – avidin bead compound fluorescence profile. fluorescence (KMESF) at 10 µM. Avidin beads, compound fluorescence 488/530 nm, flow cytometry; active compounds read high. 0.38% of 220,000 active. AID 1775; in the data active = fluorescence above about 47; note: inactives centre near 10
An asterisk follows results filed as active; ? = inconclusive; · = no result given. Not all compounds are listed (hit frequency here may not be typical).

Each structure is followed by: RGS4-Gao reg	ABCB1 block	RGS8-Gao reg	GSH bead fluor	RGS7-Gao	Avidin bead fluor	Mcl1 Bid PPI	Mcl1-Noxa inh	Mcl-1 Bim block	Pf gamet viab	ABCG2 block
1. c1ccc2c(c1)Sc1ccccc1N2CC1CN2CCC1CC2 (stereo unspecified)
    103	·	100	·	?	7	-25	-5	·	·	·
2. CC(=NCc1ccco1)c1c(O)n(-c2ccc(C)cc2)c(=O)[nH]c1=O
    109	·	105	·	?	3	-4	1	·	-4	·
3. CC1=NN(c2ccccc2)C(=O)/C1=C/c1c(O)[nH]c(=O)[nH]c1=O
    82	-1.3	93	26	?	5	-12	30	0	-6	-2
4. CCCOC(=O)Nc1ccc([As](=O)(O)O)cc1NC(=O)OCCC
    103	·	101	·	?	6	-15	-9	·	·	·
5. COc1ccc(-n2c(SC)nc3ccccc3c2=O)cc1
    100	0.3	102	5	100	7	-5	10	-3	·	1
6. CC(C)Sc1nnc([C@@H](N)Cc2c[nH]c3ccccc23)o1
    110	0.9	108	41	104	8	-68	7	-2	-21	7
7. CC(=NCc1ccc2c(c1)OCO2)c1c(O)[nH]c(=O)[nH]c1=O
    101	-0.6	100	19	99	13	-24	-4	0	-8	0
8. CCN(CC)S(=O)(=O)c1cccc(N=Nc2c(O)n(CC)c(=S)n(CC)c2=O)c1
    99	·	98	·	?	7	0	19	·	-5	·
9. CCOC(=O)C1(CCc2ccccc2)CCN(Cc2ccc3c(c2)OCCO3)CC1
    105	2.2	100	11	104	11	-31	1	0	-9	5
10. O=c1c2ccccc2nc(-c2ccco2)n1-c1ccccn1
    106	0.1	102	261*	101	7	-31	1	-4	-29	1
11. Nc1nonc1OCCCCOc1nonc1N
    104	-0.3	103	13	?	9	0	-5	0	-11	1
12. Cc1nc2c(-c3ccc(F)cc3)c(C)nn2c(C)c1CCC(=O)N1CCC2(CC1)OCCO2
    96	1.1	93	24	97	19	3	-18	-2	21	8
13. CCOC(=O)c1c(C)n(Cc2ccc(F)cc2)c2ccc(O)cc12
    100	·	100	·	?	5	-8	-1	·	10	·
14. Cc1ccc(-c2ccc(=O)n(CC(=O)N3CCC4(CC3)OCCO4)n2)cc1
    99	0.0	98	21	97	9	4	19	-3	-8	0
15. CCOC(=O)CC1=C(C(=O)OCC)C2(C(=O)N1CC(=O)OC)C(C#N)=C(N)Oc1ccccc12 (stereo unspecified)
    102	-0.1	103	17	101	32	-9	1	-4	·	-1
16. c1ccc(Cn2ccnc2)cc1
    101	0.2	102	20	101	7	-1	8	-3	·	0
17. O=P(Nc1cccc(Cl)c1)(Oc1ccccc1)Oc1ccccc1
    95	1.0	97	15	82	10	18	6	1	2	8
18. CC(CCc1ccccc1)NCCC#N (stereo unspecified)
    98	·	98	·	?	5	-20	3	·	-10	·
19. Cc1ccc2c(c1)C1CN(C)CCC1N2S(=O)(=O)c1ccccc1 (stereo unspecified)
    100	0.3	101	60	98	8	-32	-3	1	1	1
20. CN1CCN(C(=O)COc2ccc(Oc3ccccc3)cc2)CC1
    106	0.0	104	17	107	11	-23	7	-2	·	0
21. CCCN1C2CCCC1CC(NC(C)=O)C2 (stereo unspecified)
    97	0.0	101	19	100	4	-13	11	-3	3	0
22. CSc1ccc(C(=O)C2CCCN(Cc3cnc(SC)nc3)C2)cc1 (stereo unspecified)
    99	0.4	95	10	101	7	7	12	-2	·	0
23. O=C(CN1CCCCC1)c1ccc(OC(F)F)cc1
    105	0.0	99	15	105	6	7	6	0	6	-1
24. Cn1nc(N)c2c1N=P(N1CCOCC1)(N1CCOCC1)N=C2c1ccccc1
    100	0.4	99	56	101	8	-55	-12	0	·	2
25. O=C(COc1ccc(Cl)cc1)N1CCN(Cc2ccc([N+](=O)[O-])cc2)CC1
    103	1.8	108	12	103	23	39	42	-1	-23	6
26. CNC(=O)Oc1ccc(-c2cn3cc(C)ccc3n2)cc1
    102	0.7	101	7	105	1	-78	10	0	27	9
27. O=C1NC(=O)N(Cc2ccco2)C(=O)/C1=C\c1cccn1CCOc1ccc(Cl)cc1
    98	-0.8	96	11	95	9	10	25	-10	-6	-10
28. CC[N+](CC)(CC)CC
    107	·	105	·	?	9	-49	-8	·	·	·
29. CCCC(=O)Nc1ccc(N2CCN(CC)CC2)c(Cl)c1
    93	0.1	98	14	94	35	3	35	-1	·	1
30. COc1cccc(-c2nc(CS(=O)CC(=O)N3CCC4(CC3)OCCO4)c(C)o2)c1 (stereo unspecified)
    105	0.2	101	24	105	10	4	0	0	·	1
31. O=[N+]([O-])c1ccc(NCc2ccccc2)c2nonc12
    104	1.7	100	16	?	9	-25	-45	-2	-4	17
32. O=C1NC(=O)N(CCc2ccc(F)cc2)C(=O)/C1=C\C=C\c1ccccc1
    97	-0.9	89	10	92	9	-6	-4	-1	-23	-3
33. COCCN1C(=O)/C(=C/c2c(OC)cc(OC)cc2OC)C(=O)N(c2ccccc2)C1=O
    89	·	91	·	?	6	-107	-4	·	2	·
34. COc1ccc(-c2cc(=NCCC(=O)O)c3cc(C)ccc3o2)cc1
    105	-1.4	109	10	104	8	6	15	6	-45	6
35. COc1cccc(CN2CCCCC2c2cccnc2)c1 (stereo unspecified)
    105	0.7	103	8	99	12	38	29	-1	-8	2
36. CCOc1ccccc1-n1c(O)c(C=NCc2ccc3c(c2)OCO3)c(=O)[nH]c1=O
    105	0.7	102	6	101	8	-14	-5	2	·	2
37. COc1ccc(-c2csc(NC(=O)COC(=O)Cc3ccccc3)n2)cc1OC
    101	0.8	101	6	101	2	-17	-1	-3	·	6
38. O=C(c1ccncc1)C12CN3CN(CN(C3)C1)C2
    99	1.3	97	32	103	6	0	-20	1	-45	8
39. CC(C)[C@@]1(NC(=O)[C@@H]2C[C@@H]3c4cccc5[nH]cc(c45)C[C@H]3N(C)C2)O[C@@]2(O)[C@@H]3CCCN3C(=O)[C@H](Cc3ccccc3)N2C1=O
    94	0.6	95	21	97	7	-8	16	1	·	7
40. Cc1ncc([N+](=O)[O-])n1CCOc1nonc1N
    103	1.1	105	16	102	22	-2	4	0	15	3
41. CCC(=NCc1cccnc1)c1c(O)n(C2CCCCC2)c(=O)[nH]c1=O
    92	-3.0	95	27	99	0	-20	-8	-3	2	-2
42. CCOP(=S)(OCC)SCOC(=O)NCC(=O)OC
    77	0.4	93	14	88	13	-28	5	1	·	1
43. O=Cc1cn(Cc2c(F)cccc2Cl)c2ccccc12
    106	-0.9	103	14	107	14	-6	-8	-2	9	13
44. COc1ccc(Cc2c(O)[nH]c(=O)[nH]c2=O)c(OC)c1
    102	·	97	·	?	8	-17	-14	·	-1	·
45. N#CC12CNCC1CN=N2 (stereo unspecified)
    125	·	115	·	?	8	-4	-9	·	·	·
46. Cc1ccc2occ(CN3CC4CC(C3)c3cccc(=O)n3C4)c(=O)c2c1 (stereo unspecified)
    99	0.2	101	9	99	10	-68	-17	0	6	2
47. O=C(CSc1ccccc1)N1CCC2(CC1)OCCO2
    102	0.5	101	10	101	39	-6	-9	0	-3	7
48. CCCC[N+]12CCC(CC1)C(C(O)(c1ccccc1)c1ccccc1)C2 (stereo unspecified)
    105	·	100	·	?	6	-47	24	·	-11	·
49. Cc1ccc2cc3cc(C(=O)N4CCC5(CC4)OCCO5)oc3nc2c1
    96	0.9	95	46	96	5	-4	2	-2	13	17
50. CN1c2ccccc2Oc2ccccc21
    98	-0.2	100	8	99	13	-11	69*	-5	·	-1
51. CCN(CC)CCN=Cc1c(O)n(C2CCCCCC2)c(=O)[nH]c1=O
    97	0.5	100	17	94	9	5	8	-2	-7	1
52. CN(C)S(=O)(=O)c1cc(NC(=O)COC(=O)Cc2ccccc2)ccc1Cl
    97	0.4	84	9	94	3	5	-1	-10	8	4
53. COC(=O)C1=C(N)Oc2cc(C)oc(=O)c2C12C(=O)Nc1ccccc12 (stereo unspecified)
    108	-0.3	119	11	105	21	-13	0	0	-11	0
54. CN(C)c1ccc(NC(=O)CN2C(=O)CN=C(c3ccccc3)c3cc(Cl)ccc32)cc1
    103	-1.0	106	23	101	7	2	78*	-3	·	-4
55. NC(=O)CS(=O)C(c1ccccc1)c1ccccc1 (stereo unspecified)
    106	·	103	66	110	6	0	9	-1	·	1
56. CCCc1[nH]nc2c1C1(C(=O)N(Cc3ccccc3)c3ccccc31)C(C(=O)OC)=C(N)O2 (stereo unspecified)
    98	0.7	101	24	96	31	-6	16	0	-19	11

Bioassay records: PubChem, several laboratories
